RGS4 inh = human RGS4 inhibition | P49798 | Potency, µM (series often up to 114 µM), without a hit: top-dose activity change, negative = inhibition, most hits filed as inhibitors | Transcreener GDP fluorescence polarization, RGS4-accelerated GTP hydrolysis | 390,000 compounds, 0.039% hits; also: % is scaled to controls: 0 for no effect and ±100 for the full control effect; nearly all actives have a fitted effect of over 75% in size; some results filed as inactive show a strong effect at the top dose
Target sequence (P49798 whole entry, looked up): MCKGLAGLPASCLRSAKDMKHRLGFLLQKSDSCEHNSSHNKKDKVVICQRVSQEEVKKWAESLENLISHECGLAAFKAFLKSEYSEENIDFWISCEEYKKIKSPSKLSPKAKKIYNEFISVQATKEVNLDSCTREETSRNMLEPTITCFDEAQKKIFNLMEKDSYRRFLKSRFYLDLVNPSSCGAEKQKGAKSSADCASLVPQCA
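MLSMR compounds (23 nl, pin-transferred) preincubated 10 min at room temperature with a 500nM (2x) first reagent, then RGS4 at 900nM (2x) plus Transcreener GDP mix added; fluorescence polarization (620/688 nm) read before and after 90 min at 30 °C.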
USP1-UAF1 inh = blocks the human USP1/UAF1 deubiquitinase complex | O94782 | recombinant USP1/UAF1, Ub-Rhodamine cleavage fluorescence | Potency, µM (top dose mostly 57.1 µM), for inactives: at the top dose activity change, negative = inhibition, hits mostly inhibitors | 390,000 compounds, 0.23% hits | AID 743255; also: % is scaled to controls: 0 for no effect and ±100 for the full control effect; nearly all actives have a fitted effect of over 60% in size; inactives centre near -12
Target sequence (O94782 whole entry, looked up): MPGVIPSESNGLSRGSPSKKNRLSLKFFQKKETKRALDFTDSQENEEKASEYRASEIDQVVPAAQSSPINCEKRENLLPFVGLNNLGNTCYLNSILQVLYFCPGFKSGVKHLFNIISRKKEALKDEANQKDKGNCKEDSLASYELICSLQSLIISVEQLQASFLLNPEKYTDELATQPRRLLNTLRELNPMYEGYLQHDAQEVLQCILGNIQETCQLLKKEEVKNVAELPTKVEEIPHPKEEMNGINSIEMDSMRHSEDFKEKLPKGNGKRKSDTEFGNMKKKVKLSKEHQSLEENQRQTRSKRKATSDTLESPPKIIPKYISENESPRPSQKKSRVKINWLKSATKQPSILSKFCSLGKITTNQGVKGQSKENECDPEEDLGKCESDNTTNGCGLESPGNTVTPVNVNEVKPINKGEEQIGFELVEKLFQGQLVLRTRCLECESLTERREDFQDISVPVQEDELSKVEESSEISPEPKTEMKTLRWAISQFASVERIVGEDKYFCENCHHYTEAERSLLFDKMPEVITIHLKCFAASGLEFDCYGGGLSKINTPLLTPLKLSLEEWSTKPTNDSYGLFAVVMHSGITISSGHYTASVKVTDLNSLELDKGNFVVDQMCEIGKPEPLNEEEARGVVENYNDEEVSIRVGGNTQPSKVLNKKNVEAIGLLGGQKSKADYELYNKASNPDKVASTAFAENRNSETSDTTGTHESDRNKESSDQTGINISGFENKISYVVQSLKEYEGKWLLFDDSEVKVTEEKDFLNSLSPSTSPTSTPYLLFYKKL
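1 nM enzyme complex + cpd, 15 min RT; start with Ub-Rho 150nM final; kinetic fluorescence ex 480/em 540, 6 reads q60 s. Buffer 50mM HEPES pH 7.8, 0.5mM EDTA, 0.1 mg/ml BSA, 1mM TCEP, 0.01% Tween-20.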
RXFP1 agonist = agonists of human relaxin receptor RXFP1; HEK293T-RXFP1 cAMP TR-FRET, 30 min; response scale: percent of porcine relaxin response, buffer zero; 370,000 compounds, 0.3% hits; Potency, µM (doses to about 57.5 µM), for the others: top-dose activation, most hits filed as activators; also: % is scaled to controls: 0 for no effect and ±100 for the full control effect; nearly all actives have a fitted effect of over 60% in size; many of its hits are not listed in these tables
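Agonist response is measured as cAMP accumulation in an RXFP1-transfected HEK293T line under PDE4 inhibition. Values are scaled between buffer-only and 29 nM porcine relaxin, and EC50s come from standard Hill equation fits.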
Vif-A3G inh = inhibitors of Vif-APOBEC3G interaction; HeLa A3G-eYFP + Vif (tagged APOBEC3G with the HIV-1 protein that degrades it), YFP fluorescence, overnight; Potency, µM (series often up to 46.1 µM), for inactives: at the highest dose activity, negative = active, most hits filed as inhibitors; AID 602310; 410,000 compounds, 0.076% hits; Q9HC16;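 also: % is scaled to controls: 0 for no effect and ±100 for the full control effect; nearly all actives have a fitted effect of over 60% in size; hits raise eYFP signal because A3G escapes Vif-driven loss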
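HeLa cells stably expressing Vif and C-terminally eYFP-tagged A3G, seeded overnight at 37 deg C, then exposed to compound by pintool overnight at 37 deg C. Rise in yellow fluorescence (Ex 488/Em 500-530, Acumen) marks blocked Vif-driven A3G degradation.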
Vif-A3F inh = blocks the Vif interaction with APOBEC3F; HeLa A3F-eYFP + Vif (tagged APOBEC3F with the HIV-1 protein that degrades it), YFP fluorescence increase; 390,000 compounds, 0.2% hits; Potency, µM (doses to about 46.1 µM), inactives show at the top dose activity, negative = active; also: % of control where 0% means no effect; nearly all actives have a fitted effect of over 65% in size
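Fluorescence increase (Ex 488/Em 500-530) after overnight compound treatment at 37 deg C flags inhibition of Vif-driven A3F-eYFP loss in stable HeLa A3F-eYFP/Vif cells seeded overnight beforehand.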
12-LOX inh = ALOX12 (human) lipoxygenase inhibition | purified 12hLO, xylenol orange hydroperoxide absorbance | Potency, µM (series often up to 108 µM), inactives show at the highest dose activity change, negative = inhibition, actives largely listed as inhibitors | 580,000 compounds, 1.1% hits | AID 1671190; also: % is scaled to controls: 0 for no effect and ±100 for the full control effect
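Purified human 12hLO (150 nM final) in 25 mM Hepes, 0.01% Triton X-100, pH 7.0 was preincubated 15 min at room temperature with compound. Then 40 uM arachidonic acid was added, 30 min. Hydroperoxide was read by Fe-XO absorbance ratio 573/405 nm.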
mIDH1 inhibitor = inhibitors of human mutant IDH1 R132H | Potency, µM (top dose mostly 76.6 µM), for inactives: at the highest dose activity change, negative = inhibition, hits mostly inhibitors | O75874 | 390,000 compounds, 0.093% hits | IDH1-R132H enzyme, NADPH consumption, diaphorase/resazurin fluorescence | AID 602179; also: % is scaled to controls: 0 for no effect and ±100 for the full control effect; nearly all actives have a fitted effect of over 65% in size
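IDH1-R132H (0.5 ug/mL) preincubated 30 min with compound, then NADPH (0.016 mM) and alpha-KG (2 mM) added; 80 min at RT, pH 7.5. Remaining NADPH coupled via diaphorase/resazurin to fluorescence (540/590 nm); concentration-response curves normalized to no-enzyme control.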
TrxR1 substrate = is turned over as a substrate by rat TrxR1 | O89049 | purified TrxR1 substrate turnover, NADPH consumption readout | Potency, µM (series often up to 114 µM), inactives show at the highest dose activity change, negative = substrate turnover | 390,000 compounds, 0.01% hits | AID 588456; also: % is scaled to controls: 0 for no effect and ±100 for the full control effect; nearly all actives have a fitted effect of over 50% in size
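Rat TrxR1, dispensed at 90 nM, was prereduced with 400 uM NADPH (final) for 5 min at ~22 deg C, then incubated with compound 15 min before 400 uM selenite. A first-read NADPH fluorescence drop versus no-compound background flagged substrates.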
rTrxR1 inhibitor = rat TrxR1 inhibition. Potency, µM (titrated, usually from 114 µM), for inactives: at the top dose activity change, negative = inhibition, most hits filed as inhibitors. recombinant rTrxR1, NADPH fluorescence consumption, selenite substrate. 390,000 compounds, 1% hits. O89049; also: % is scaled to controls: 0 for no effect and ±100 for the full control effect; nearly all actives have a fitted effect of over 65% in size
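Rat TrxR1 (90 nM in the dispensed reagent) was pre-reduced with 400 uM NADPH for 5 min at room temperature, then incubated with compound for 15 min. After 400 uM selenite was added, NADPH fluorescence (Ex 340/Em 450 nm) was followed for 8 min.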
* hit, by the source's call; ? = inconclusive; · = no result given; [ ] = another dose, or the depositor's remark. Calls follow the shape of the dose curve; as a rule, active = well fitted curve in the direction sought with a large enough effect; inconclusive = small, poorly fitted or top-dose-only effect, or another doubt; inactive = no such curve, though single readings can be large; an effect the other way counts as inactive or inconclusive. Potency is read from the fitted curve at half-maximal effect.

compound,RGS4 inh,USP1-UAF1 inh,RXFP1 agonist,Vif-A3G inh,Vif-A3F inh,12-LOX inh,mIDH1 inhibitor,TrxR1 substrate,rTrxR1 inhibitor
C=CCOc1ccccc1CNCCNC(=O)c1nonc1N,-11%,-12%,-1.6%,2%,4%,-4%,6%,-1%[57.1 µM],21%[57.1 µM]
COc1ccccc1-c1nc(SCC(=O)N2CCOCC2)n[nH]1,6%,-13%,11%,-39%,-13%,-18%,1%,-8%,11%[57.1 µM]
CN1CCN(S(=O)(=O)c2ccc(NC(=O)c3ccccc3Cl)cc2)CC1,13%,-10%,-1.6%,-3%,10%,-8%,-10%,-11%,-13%
O=C(/C=C/c1cccs1)NC(=S)Nc1ccc(C(=O)O)cc1,-36%,-16%,0.0%,1%,-1%,0%,17%,-17%,-33%
COc1ccc(CCNC(=O)CN2C(=O)NC3(CCCCC3)C2=O)cc1,4%,-11%,·,1%,6%,-3%,5%,-8%,-12%
CN(Cc1ccccc1)c1ccc(-c2nc(-c3cccnc3)no2)cc1[N+](=O)[O-],1%,-9%,-1.7%,6%,1%,-10%,8%,-8%,2%
CC(C)(C)C1CCc2nc(NC(=O)Cc3ccccc3)sc2C1 (stereo not drawn),7%,-10%,19%,-8%,?,0%,-3%,9%,-20%
COc1cccc(NC(=S)N(CCCN2CCCC(C)C2)Cc2cccs2)c1 (stereo not drawn),-18%,-14%,-2.3%,-2%,-5%,-1%,2%,4%[57.1 µM],16%[57.1 µM]
O=C(Nc1ccc(N2CCN(C(=O)c3ccccc3)CC2)cc1)c1ccc2c(c1)OCO2,-23%,-18%,0.3%,-8%,7%,-6%,-1%,7%,6%
Cc1ccc(-c2nc3cnccn3c2Nc2ccc3c(c2)OCCO3)o1,-51%,-14%,-0.7%,-4%,0%,-16%,-7%,-3%[57.1 µM],?

The list goes on:
compound,RGS4 inh,USP1-UAF1 inh,RXFP1 agonist,Vif-A3G inh,Vif-A3F inh,12-LOX inh,mIDH1 inhibitor,TrxR1 substrate,rTrxR1 inhibitor
O=C(CSc1cn(CCNC(=O)c2cccs2)c2ccccc12)NCc1ccccc1,-21%,-18%,1.8%,-2%,5%,3%,11%,10%[57.1 µM],3%[57.1 µM]
COc1ccccc1-c1cnn2c(NCCc3ccccc3)cc(C)nc12,-5%,-21%,0.2%,-3%,1%,-8%,6%,19%,25%
CCCCn1c(N)c(N(CC(C)C)C(=O)Cc2ccc3c(c2)OCCO3)c(=O)[nH]c1=O,-14%,-22%,0.0%,2%,10%,?,7%,25%[57.1 µM],8%
Cn1c(=O)c(=O)n(C)c2cc(S(=O)(=O)CCC(=O)N3CCCCC3)ccc21,10%,-4%,19%,1%,-6%,8%,-5%,6%[57.1 µM],13%[57.1 µM]
O=C(CNC(=O)c1ccco1)OCc1ccccc1Cl,-3%,-3%,·,2%,0%,-8%,-6%,-5%,-4%
COc1cccc(NC(=O)CSc2nnc(CNC(=O)c3ccccc3)n2C)c1,-10%,-3%,-0.1%,1%,-9%,-6%,7%,-5%,10%
O=C(NCc1ccc(F)cc1)C(Cc1ccccc1)n1cccc1 (stereo not drawn),11%[56.9 µM],-3%,-2.1%,0%,4%,2%,7%,4%[57.1 µM],25%[57.1 µM]
CN(C)CCCOc1nn(Cc2ccccc2)c2ccccc12,-2%,-18%,1.6%,2%,7%,4%,6%,11%,8%
CCOc1ccc2nc(SCc3cccc(C)c3)nc(C)c2c1,-25%,-14%,0.8%,-8%,5%,7%,8%,-3%,-14%
Cc1ccc(S(=O)(=O)NCCC(=O)Nc2ccc(S(=O)(=O)NC(C)C)cc2)cc1,-44%,-13%,-2.8%,0%,9%,-20%,5%,9%[57.1 µM],27%[57.1 µM]

Full records, quoted from the list.
Entry for O=C(NCc1ccc(F)cc1)C(Cc1ccccc1)n1cccc1 (stereo not drawn) = RGS4 inh = 11%[56.9 µM]; USP1-UAF1 inh = -3%; RXFP1 agonist = -2.1%; Vif-A3G inh = 0%; Vif-A3F inh = 4%; 12-LOX inh = 2%; mIDH1 inhibitor = 7%; TrxR1 substrate = 4%[57.1 µM]; rTrxR1 inhibitor = 25%[57.1 µM]
Entry for Cn1c(=O)c(=O)n(C)c2cc(S(=O)(=O)CCC(=O)N3CCCCC3)ccc21 = RGS4 inh = 10%; USP1-UAF1 inh = -4%; RXFP1 agonist = 19%; Vif-A3G inh = 1%; Vif-A3F inh = -6%; 12-LOX inh = 8%; mIDH1 inhibitor = -5%; TrxR1 substrate = 6%[57.1 µM]; rTrxR1 inhibitor = 13%[57.1 µM]

More entries.
compound,RGS4 inh,USP1-UAF1 inh,RXFP1 agonist,Vif-A3G inh,Vif-A3F inh,12-LOX inh,mIDH1 inhibitor,TrxR1 substrate,rTrxR1 inhibitor
Cc1ccc(-c2nc(S(=O)(=O)c3ccc(F)cc3)c(N3CCN(c4ccccc4)CC3)o2)cc1,-9%,-23%,3.3%,2%,5%,-16%,0%,19%,32%[activator]
CC(=O)Nc1cn(-c2ccccc2)nc1-c1ccccc1,16%,-4%,0.6%,0%,8%,-2%,-7%,-4%,11%
O=C(Nc1ccc(N2CCCC2)c(Cl)c1)c1ccc([N+](=O)[O-])o1,0%,-7%,-0.5%,?,-1%,-24%,9%,-1%[57.1 µM],-19%[57.1 µM]
COc1cc(/C=N/NC(=O)CCN2CCN(C(c3ccccc3)c3ccccc3)CC2)ccc1O,3%,-5%,1.4%,-5%,-3%,?,-8%,-10%,1%
Cc1ccsc1CN(Cc1ccco1)C(=O)c1ccc(Cl)cc1,5%,-11%,4.6%,-9%,1%,-10%,-12%,-3%,9%
CCCCOc1cccc(C(=O)Nc2ccc(NC(=O)c3ccco3)cc2)c1,4%,-4%,-0.2%,-12%,8%,-2%,-2%,11%,23%[57.1 µM]
CN(CC(=O)NNC(=O)CCNS(=O)(=O)c1ccccc1)S(=O)(=O)c1ccc(Cl)cc1,24%,-4%,0.3%,-6%,-4%,-3%,4%,-6%,2%
COc1ccc(/C=N/OCC(=O)Nc2cc(C)on2)cc1OC,8%,-19%,0.0%,3%,2%,-15%,1%,-8%,-8%
CCOc1cc(/C=N/NC(=O)C(N)=O)cc(Br)c1O,26%,-3%,-1.6%,4%,-7%,-13%,9%,-19%,8%[57.1 µM]
CCN(CC(=O)NC(C)(C)C)C(=O)c1ccc(Br)cc1,1%,-12%,3.5%,0%,0%,1%,5%,-2%[57.1 µM],24%[57.1 µM]

As entered above:
Under Vif-A3G inh, CCCCOc1cccc(C(=O)Nc2ccc(NC(=O)c3ccco3)cc2)c1 is entered as -12%
Under mIDH1 inhibitor, COc1ccc(/C=N/OCC(=O)Nc2cc(C)on2)cc1OC is entered as 1%

More results
Abbreviations – A = RGS4 inh; B = USP1-UAF1 inh; C = RXFP1 agonist; D = Vif-A3G inh; E = Vif-A3F inh; F = 12-LOX inh; G = mIDH1 inhibitor; H = TrxR1 substrate; I = rTrxR1 inhibitor
Clc1ccc(-c2ccc(C=Nc3ccc(N4CCOCC4)cc3)o2)cc1
  A = -30% | B = ? | C = 0.5% | D = 1% | E = -8% | F = ? | G = -1% | H = -9% | I = -17%

CCc1ccc(OCC(=O)Nc2ccc(S(=O)(=O)Nc3ccccn3)cc2)cc1
  A = 18% | B = 3% | C = -1.7% | D = -3% | E = 5% | F = -6% | G = -3% | H = 7% | I = 12%

COc1ccccc1N1CCN(C(=O)CCn2c(=O)[nH]c3ccccc3c2=O)CC1
  A = -36% | B = -14% | C = 0.9% | D = 0% | E = 4% | F = -1% | G = 5% | H = -4% | I = 2%

COc1ccc(S(=O)(=O)NCC2CCC(C(=O)NCc3ccc(F)cc3)CC2)cc1 (stereo not drawn)
  A = 15% | B = -3% | C = -0.5% | D = 2% | E = -11% | F = 0% | G = 0% | H = -1% | I = 15%

COc1ccc(N/C=C/C(=O)c2cc(OC)c(OC)c(OC)c2)cc1
  A = 9% | B = -2% | C = 1.2% | D = ? | E = 0% | F = 2% | G = -16% | H = -10% | I = -8%

CC1(CCBr)C(=O)N(c2ccccc2)c2ccccc21 (stereo not drawn)
  A = -14% | B = -22% | C = -1.6% | D = -3% | E = -1% | F = -20% | G = 0% | H = 0% | I = 19%[11.4 µM]

O=C1Nc2ccc(Br)cc2C1Cc1ccccc1F (stereo not drawn)
  A = 4% | B = -27% | C = -0.1% | D = -9% | E = 0% | F = -28% | G = 36%[activator] | H = -6% | I = 4%

COc1ccc(NC(=O)NC2COc3ccccc3C2)cc1Cl (stereo not drawn)
  A = 2% | B = -2% | C = 0.0% | D = 3% | E = -3% | F = -7% | G = -17% | H = 0%[57.1 µM] | I = 28%[57.1 µM]

The list is partial, so the mix of outcomes need not match the whole.
